MITF primary = blocks human microphthalmia-associated transcription factor. O75030. AlphaScreen MITF homodimerization, bead proximity signal. inhibition, % at 2.6 µM. 650,000 tested, 0.91% active; in the data active = inhibition above about 50%;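 also: 0% = vehicle wells with protein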
TEAD-YAP block = TEAD-YAP interaction inhibition. HEK-TIYL cells, TEAD-Gal4/YAP UAS-luciferase luminescence. 640,000 tested, 1.4% active. inhibition, % at 9.12 µM; in the data active = inhibition above about 32%;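 also: 0% = median of test compound wells and 100% = reference inhibitor wells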
GPR151 activ = activates the human receptor GPR151. PathHunter beta-arrestin GPR151 cells, luminescence. activation, % at 11.2 µM. 650,000 tested, 1% active; in the data active = activation above about 4.9%;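 also: 0% = median of compound wells and 100% = cells with positive control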
Target sequence (Q8TDV0 whole entry, looked up): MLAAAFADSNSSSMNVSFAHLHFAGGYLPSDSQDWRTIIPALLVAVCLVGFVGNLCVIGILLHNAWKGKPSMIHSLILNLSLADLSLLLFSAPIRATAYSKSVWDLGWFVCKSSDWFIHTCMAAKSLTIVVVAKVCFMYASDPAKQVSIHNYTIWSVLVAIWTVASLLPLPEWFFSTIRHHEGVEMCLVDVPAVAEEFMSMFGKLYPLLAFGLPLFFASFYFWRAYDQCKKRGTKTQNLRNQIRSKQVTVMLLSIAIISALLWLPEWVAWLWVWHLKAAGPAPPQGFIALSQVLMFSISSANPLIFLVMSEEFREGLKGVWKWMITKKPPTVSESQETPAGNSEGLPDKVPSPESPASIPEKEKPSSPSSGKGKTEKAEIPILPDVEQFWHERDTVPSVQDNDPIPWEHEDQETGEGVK
FBW7 activator = activators of human E3 ligase FBW7. Q969H0. AlphaScreen FBW7–phospho-cyclin E peptide binding, activator screen. normalized activity (activation), % at 26.1 µM. 650,000 tested, 0.13% active. AID 1259310; in the data active = normalized activity above about 1.9%;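 also: purified mutant Fbw7 with reduced substrate affinity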
Target sequence (Q969H0 whole entry, looked up): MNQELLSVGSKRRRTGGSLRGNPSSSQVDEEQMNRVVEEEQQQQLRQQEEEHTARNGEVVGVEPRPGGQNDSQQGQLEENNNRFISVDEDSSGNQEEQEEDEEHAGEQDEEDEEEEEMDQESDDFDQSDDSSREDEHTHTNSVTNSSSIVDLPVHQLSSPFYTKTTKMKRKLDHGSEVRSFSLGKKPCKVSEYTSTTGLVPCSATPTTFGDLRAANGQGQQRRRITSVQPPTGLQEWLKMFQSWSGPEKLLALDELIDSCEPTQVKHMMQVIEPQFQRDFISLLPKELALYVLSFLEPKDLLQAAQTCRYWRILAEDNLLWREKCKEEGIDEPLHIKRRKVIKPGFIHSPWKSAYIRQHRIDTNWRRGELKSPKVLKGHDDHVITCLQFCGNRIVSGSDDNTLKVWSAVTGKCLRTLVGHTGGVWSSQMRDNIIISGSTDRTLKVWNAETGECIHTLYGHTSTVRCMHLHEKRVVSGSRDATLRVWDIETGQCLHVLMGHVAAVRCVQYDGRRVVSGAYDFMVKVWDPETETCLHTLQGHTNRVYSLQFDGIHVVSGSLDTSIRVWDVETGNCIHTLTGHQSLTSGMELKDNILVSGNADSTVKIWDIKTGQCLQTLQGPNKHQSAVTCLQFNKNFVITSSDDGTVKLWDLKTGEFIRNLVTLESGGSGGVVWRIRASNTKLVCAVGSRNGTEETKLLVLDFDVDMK
* marks the source's active call; other numbers are inactive results; & = joins results of further samples.

Below each compound: MITF primary	TEAD-YAP block	GPR151 activ	FBW7 activator
COC(=O)C1=C(C)NC(=O)NC1c1ccc(Cl)cc1 (configuration not stated)
→ 2.0	12.1	0.0	0.0
O=C(CSc1nc2ccccc2[nH]1)N1CCCCC1
→ -2.2	-61.3	0.6	0.1
C=CCNS(=O)(=O)c1ccc(Cl)c(C(F)(F)F)c1
→ -7.1	-1.9	2.2	-0.1
COc1cc(-c2ccc(/C=c3/sc4nc(=O)c5c6c(sc5n4c3=O)CCCC6)o2)c(OC)cc1Cl
→ 9.8	0.4	0.6	0.9
COc1ccc(C2CC(C(F)(F)F)n3nc(C(=O)Nc4ccc(Cl)c(Cl)c4)c(Cl)c3N2)cc1 (configuration not stated)
→ -21.8	-12.1	-1.0	-0.1
COc1cc(C(=O)c2ccccc2)c(OC)cc1C(=O)NC1CC(C)(C)NC(C)(C)C1
→ 0.4	1.5	1.8	-0.1
Oc1ccc(CCNc2nc(NCc3cccnc3)nc3c2ncn3-c2ccsc2)cc1
→ -252.2	0.9	0.3	-0.2
CSc1ncc(CN2CCCC(CNC(=O)c3ccc4c(c3)OCO4)C2)cn1 (configuration not stated)
→ -6.8	3.2	1.5	0.1
O=C1NC(=O)N(c2ccccc2F)C(=O)/C1=C/c1ccc(I)o1
→ 51.7*	4.7	-0.2	-0.1
COc1ccc(OC)c(C2CC(=O)C3=C(C2)NC(=O)CC3c2cccc(OC)c2OC)c1 (configuration not stated)
→ 17.7	-6.7	-0.5	-0.3
O=C(CC1CCCCN1S(=O)(=O)c1ccc(F)cc1)NCCCc1ccccc1 (configuration not stated)
→ -11.4	6.2	0.2	0.0
CCOC(=O)C1=CN(Cc2ccc(OC)cc2)C=C(C(=O)OCC)C1c1ccc(OCC)cc1
→ -3.8	3.7	1.5	0.4
O=C(Nc1ccccc1)N[C@H]1C[C@H]2C(=O)N[C@@H](Cc3ccccc3)C(=O)N2C1
→ 8.7	7.8	-0.6	0.0
Cc1noc(C)c1COC(=O)/C=C/c1ccc(S(=O)(=O)N2CCOCC2)cc1
→ -1.4	0.4	1.2	-0.1
COc1ccc(OC)c(NC(=O)C2=C(C)NC(=S)NC2c2cccc(Cl)c2)c1 (configuration not stated)
→ 8.6	1.9	1.1	0.0
O=C(CCn1c(=S)[nH]c2ccccc2c1=O)N1CCc2ccccc21
→ 3.5	1.9	1.2	0.0
COc1cc(OC)cc(-c2nc3ccccc3c(=O)n2NC(=O)/C=C/c2ccc(Br)cc2)c1
→ 0.6	6.8	-0.3	-0.1
CCOc1cc(/C=C2\SC(=S)N(CCOC)C2=O)ccc1OC
→ -3.8	-8.9	-0.5	0.0
CCC(C)(C)NS(=O)(=O)c1ccc(Cl)cc1
→ -17.0	-9.3	-0.5	-0.2
Cc1ccc(C2=N/C(=C\c3ccc(Cl)cc3)C(=O)N2)cc1
→ 7.1	-4.4	-1.2	1.2
O=C(c1ccc(N2CCC(NCc3ccc(Cl)s3)CC2)cc1)N1CCCC(CO)C1 (configuration not stated)
→ 5.4	6.3	0.7	-0.1
CC(C)(C)NC(=O)Nc1cc(C(F)(F)F)cc(C(F)(F)F)c1
→ -9.2	6.1	1.2	-0.1
CC1=NCCN1S(=O)(=O)c1cc(Cl)ccc1Br
→ -4.0	-12.2	-1.2	-0.1
O=C(NCc1nc2ccc(-c3ccncc3)cc2[nH]1)c1cccs1
→ -2.1	-16.9	-0.8	0.1
O=C(CSc1nnc(-c2ccc3c(c2)OCCO3)o1)N1CCCc2ccccc21
→ 20.3	1.2	0.5	1.2
Cc1cccc(-c2nc3ccccc3c(=O)o2)c1
→ 4.9	-23.7	-7.8	-0.1
COc1ccc(S(=O)(=O)CCC(=O)NCCc2ccc(OC)c(OC)c2)cc1
→ 2.7	11.3	1.6	-0.1
Cc1cccc(OCc2nc(-c3ccccc3Cl)no2)c1
→ -12.0	-40.4	0.2	0.3
C/C(=N\NC(=O)CCc1ccccc1)c1ccc(O)cc1
→ 2.0	6.2	-0.1	-0.2
Cc1cc2c(cc3c(=O)n(CC(=O)OC(C)C)nc(C)n32)s1
→ 3.7	-13.7	0.6	-0.1
O=C(N/N=C/c1ccccc1C(F)(F)F)c1ccncc1
→ 10.3	-3.3	0.1	-0.1
N#Cc1ccc(NC(=O)c2ccc(Cl)c([N+](=O)[O-])c2)cc1
→ -3.2	16.5	0.2	-0.3
O=S(=O)(Cc1ccccc1)Nc1ccc(S(=O)(=O)NCC2CCCO2)cc1 (configuration not stated)
→ -6.1	0.8	-1.3	-0.1
CC(C)(C)c1ccc(OCC(=O)Nc2ccc(O)c(-c3nc4ccccc4o3)c2)cc1
→ -2.9	6.7	0.2	-0.2
CCc1cc(N2CCCC(C(N)=O)C2)n2nc3nc(C)cc(C)c3c2n1 (configuration not stated)
→ 1.2	-16.3	4.6	0.0
CCOC(=O)N1CCC(NC(=O)c2ccc(N3CC4CC(C3)c3cccc(=O)n3C4)c(NC(=O)c3cc(OC)c(OC)c(OC)c3)c2)CC1 (configuration not stated)
→ -2.8	-4.1	0.0	0.0
COc1ccc(NC(=O)CSc2nc3c(c(=O)n2-c2ccccc2OC)SCC3)cc1
→ -2.9	0.3	-1.0	0.0
CCCNC(=O)C1CCC(Cn2c(=O)c3sccc3n(Cc3cccc(C)c3)c2=O)CC1 (configuration not stated)
→ 10.3	-0.4	-0.3	0.1
COc1ccc(OC)c(CN2CCN(C3CCCC3)CC2)c1
→ 70.4*	5.4	-0.7	0.0
O=C(Cc1ccc(F)cc1)N1CCC[C@@H](Cn2nc(-c3cccs3)ccc2=O)C1
→ 9.8	-12.8	0.2	0.0
CS(=O)(=O)C1=NN2C(=N)/C(=C\c3ccc(-c4cccc([N+](=O)[O-])c4)o3)C(=O)N=C2S1
→ -6.6	-6.0	-1.7	0.1
COCCNC(=O)c1ccc(CN(c2ccccc2)S(=O)(=O)c2ccccc2)cc1
→ -14.2	-2.3	-0.9	-0.2
CCOc1ccccc1NC(=O)NCc1noc2ccccc12
→ 4.7	7.7	-0.6	0.1
CCCN(CCC)CCCNS(=O)(=O)c1cccc2cccnc12
→ 0.6	-3.2	-1.4	-0.1
Cc1cc(C)nc(SC(C)CNS(=O)(=O)c2ccccc2)n1 (configuration not stated)
→ -1.6	3.2	2.3	-0.2
COC(=O)c1c(NC(=O)C2COc3ccccc3O2)sc(C)c1C (configuration not stated)
→ -0.1	2.0	0.7	0.0
CCCNc1nc(Nc2nccc3ccccc23)nc2c1ncn2-c1ccccc1
→ -2.5	6.1	1.7	0.0
COc1ccc(NC(=O)c2nn3c(c2Br)NC(c2cccs2)CC3C(F)(F)F)c(OC)c1 (configuration not stated)
→ 12.8	6.0	-0.4	0.2
COc1ccc(NC(=O)c2c(NC(=O)c3ccc(C(C)(C)C)cc3)sc3c2CCC(C(C)(C)C)C3)cc1 (configuration not stated)
→ -5.5	5.2	0.0	0.1
O=C(Sc1sc(=S)sc1SC(=O)c1ccccc1Br)c1ccccc1Br
→ 6.2	2.8	-0.5	0.0

Continuation:
Below each compound: MITF primary	TEAD-YAP block	GPR151 activ	FBW7 activator
CC(=O)Nc1ccc(NC(=O)c2ccc3nc(Nc4ccc5ncccc5c4)sc3c2)cc1
→ 11.8	-8.8	-0.4	0.0
COc1ccc(-c2cnc3c(Nc4ccc5[nH]ccc5c4)nccn23)cc1OC
→ 21.3	-15.4	0.6	0.3
C1CCN(c2nc3nonc3n3nnnc23)C1
→ 11.7	9.2	-1.3	0.4
Nc1cc(OC(=O)c2cccs2)nn1S(=O)(=O)c1ccccc1
→ 7.0	12.9	1.8	-0.2
COc1cc(C2Nc3cc(C)c(C)cc3NC3=C2C(=O)CC(C)(C)C3)c(OC)cc1Br (configuration not stated)
→ 19.0	2.2	-0.3	0.6
CN(C)c1cccc(Nc2ccc(N3CCC(C(=O)Nc4ccc(N5CCOCC5)cc4)CC3)nn2)c1
→ 16.1	1.4	0.4	-0.2
Cc1nonc1C(=O)N1CCC(Cn2nc(-c3ccc(F)cc3)ccc2=O)CC1
→ 12.6	8.6	0.5	0.1
O=C(CSc1nnc(C2CC2)n1CC1CCCO1)Nc1ccc(Cl)cc1 (configuration not stated)
→ -9.5	-9.5	-0.1	0.1
COC(=O)C1=C(C)NC2=C(C(=O)CC(c3ccc(Cl)cc3)C2)C1c1ccc(C)cc1 (configuration not stated)
→ 4.8	13.8	1.5	0.1
Cc1cc2cc3c(cc2n2c(SCC(=O)OC(C)C)nnc12)OCO3
→ 12.9	3.7	0.8	-0.1

Just GPR151 activ, for two of the compounds above:
| structure | GPR151 activ |
| --- | --- |
| Cc1nonc1C(=O)N1CCC(Cn2nc(-c3ccc(F)cc3)ccc2=O)CC1 | 0.5 |
| O=C(CSc1nnc(C2CC2)n1CC1CCCO1)Nc1ccc(Cl)cc1 (configuration not stated) | -0.1 |

Further structures:
Below each compound: MITF primary	TEAD-YAP block	GPR151 activ	FBW7 activator
COC(=O)C1(C(F)(F)F)N=C2C(C)=CC=CN2C(c2cccc(C)c2)=N1 (configuration not stated)
→ 0.8	-10.6	2.4	0.1
COc1ccc(C2=NS(=O)(=O)N(C)C(C(=O)NC3CCCCC3)=C2)cc1
→ 2.5	-4.9	-2.0	-0.2
COc1cc(NC(=O)c2cc(C)no2)cc(OC)c1OC
→ 21.7	1.3	-0.7	0.8
COC(=O)c1ccc(OC)c(CN2CCC3(CC2)NC(=O)c2ccccc2O3)c1
→ -1.4	5.4	2.9	-0.1
Cc1ccccc1NC(=O)CN1C(=O)CC(C)Sc2ccccc21 (configuration not stated)
→ 14.1	2.9	-0.1	0.1
COc1cc(C)c(CN2CCC(C3(C)NC(=O)NC3=O)CC2)cc1C (configuration not stated)
→ 4.5	-3.5	-0.9	-0.1
CC(C)(C)C(=O)NCCc1nc(-c2ccncc2)n[nH]1
→ 8.2	0.7	1.5	-0.1
CC[C@H](Cn1nc(-c2ccoc2C)oc1=O)NC(=O)C1CCC1
→ -6.1	7.9	0.1	-0.1
COc1ccc(/C=C/C(=O)NC(=S)Nc2ccc(S(N)(=O)=O)cc2)cc1
→ 23.2	2.6	2.2	-0.2
CCOC(=O)c1cc2c(=O)n3ccccc3nc2n(CC(C)C)c1=NC(=O)c1cccnc1
→ 15.6	15.1	0.1	0.0
O=C(/C=C/c1ccco1)OCC(=O)N1CCCCC1
→ 29.8	4.2	1.1	0.0
CCCCN(CCCC)CC(O)Cn1c2ccccc2c2ccccc21 (configuration not stated)
→ -10.7	6.5	0.7	-0.2
CCOC(=O)C1=C(N)OC2=C(C(=O)CC(c3ccccc3)C2)C1c1ccc(OCC)cc1 (configuration not stated)
→ 13.5	2.5	-0.4	0.7
CNC(=O)c1cc2c(cn1)[nH]c1ccccc12
→ -1.6&-8.8	-31.7	1.1&0.5	0.0&-0.1
COc1ccc(NC2=C(Cl)C(=O)N(c3cc(Cl)ccc3OC)C2=O)cc1
→ 17.7	6.8	1.3	0.1
COc1c(C)cccc1C(=O)Nc1ccccc1C(=O)O
→ 13.9	-7.8	0.8	0.9
O=[N+]([O-])c1cccc(CSc2nc(Nc3ccc4c(c3)OCO4)c3ccccc3n2)c1
→ 9.3	6.5	-0.7	0.7
CCCn1c(=S)[nH]c2cc(C(=O)N3CCN(c4cccc(Cl)c4)CC3)ccc2c1=O
→ 12.6	5.2	0.8	0.2
Cc1ccc(NC2OC(C(O)CO)C(O)C2O)cc1[N+](=O)[O-] (configuration not stated)
→ -0.3	8.7	-0.2	-0.1
NC(=O)CC1Nc2ccccc2NC1=O (configuration not stated)
→ 3.2	2.0	-0.1	0.1

Reprinted from the part before: three entries, then new ones.
Below each compound: MITF primary	TEAD-YAP block	GPR151 activ	FBW7 activator
CCCn1c(=S)[nH]c2cc(C(=O)N3CCN(c4cccc(Cl)c4)CC3)ccc2c1=O
→ 12.6	5.2	0.8	0.2
Cc1ccc(NC2OC(C(O)CO)C(O)C2O)cc1[N+](=O)[O-] (configuration not stated)
→ -0.3	8.7	-0.2	-0.1
NC(=O)CC1Nc2ccccc2NC1=O (configuration not stated)
→ 3.2	2.0	-0.1	0.1
COc1ccccc1NC(=O)c1ccc([N+](=O)[O-])cc1Cl
→ 15.7	4.5	-0.6	0.7
NS(=O)(=O)c1ccc(N2C(=O)C3C4C=CC(C4)C3C2=O)cc1 (configuration not stated)
→ -9.1	-1.9	-0.3	-0.1
COC(=O)c1ccc(CN2CCN(Cc3cccs3)C(CCO)C2)cc1 (configuration not stated)
→ 8.8	-6.9	-0.1	0.0
O=C(N[C@H]1C[C@H]2C(=O)N[C@@H](Cc3ccc(Cl)cc3)C(=O)N2C1)c1ccc(F)cc1
→ 6.9	5.5	-0.3	0.0
CCn1ccnc1N1CCN(Cc2ccncc2)CC1
→ 14.3	-2.6	1.7	-0.2
COCCNC(=O)CN1C(=O)/C(=C\c2cccc(Br)c2)Sc2ccccc21
→ 1.2	2.9	0.4	0.0
CC(C)(C)NS(=O)(=O)c1ccc(NC(=O)Nc2ccccc2)cc1
→ 2.3	-22.9	-1.6	-0.1
CC1=NN(c2nc(-c3ccccc3)cs2)C(=O)C1C (configuration not stated)
→ -7.2	-18.5	-1.9	-0.1
CCOc1ccc(/C=c2/sc3nc(-c4cccnc4)nn3c2=O)cc1OCC
→ 3.9	4.9	-0.8	0.1
O=C(CC1C(=O)N(c2ccc(Cl)cc2)C(=S)N1CCc1ccc(Cl)cc1)Nc1ccc(F)cc1 (configuration not stated)
→ 20.6	-11.1	-1.0	2.0*
COc1cccc(N2CCN(C(=O)Cn3c4ccccc4c(=O)c4cc(C)ccc43)CC2)c1
→ 9.3	3.7	-0.1	0.5
OCCNCc1cc(Br)ccc1OCc1ccccc1Cl
→ 2.2	-9.8	0.8	-0.1
O=C(Nc1ccnn1C1CCN(Cc2cccc(F)c2F)CC1)C1CCCC1
→ 5.5	7.9	0.2	-0.1
O=C(O)c1ccc(S(=O)(=O)c2ccc3c(c2)C(=O)N(c2ccccc2-c2ccccc2)C3=O)cc1
→ 0.8	-5.9	-0.1	0.1

Source: PubChem BioAssay (The Scripps Research Institute Molecular Screening Center)
